TRPV1 ag: activates the human vanilloid receptor TRPV1 | Q8NER1 | activation, % at 8.33 µM | TRPV1-expressing cells, Fluo-8 calcium influx, agonist mode | AID 540275 | 320,000 compounds, 0.19% hits; in the data active means activation above about 80%; inconclusive means between about 30% and that limit; further: 0% is about no effect
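Fluo-8 calcium influx in TRPV1-expressing cells, kinetic read (ex 480/em 520 nm). Compound added and read 3 min for agonist activity, followed by capsaicin at EC20 final and 2 min further read for enhancement.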
TCR activator: activators of T cell receptors; primary human leukocytes, anti-CD3, IL-2 HTRF, 48 h; Potency, µM (titrated, usually from 9.22 µM), for inactives: at the highest dose activation of IL-2 secretion, actives largely listed as activators; 330,000 tested, under 10 active; AID 504894; further: % of control where 0% means no effect
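1) Mix primary human leukocytes, a-CD3 beads and compound. 2) Incubate 48 hr. 3) Add HTRF IL-2 reagents (a-IL-2-K, a-IL-2-d2).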
TSG101-PTAP inh: blocks PTAP/TSG101 interaction to inhibit HIV-1 budding | Q99816 | Fluorescence polarization, FITC-PTAP peptide / Tsg101 binding | Potency, µM (highest dose often 115 µM), inactives show at the highest dose activity change, negative = inhibition, hits mostly inhibitors | 340,000 tested, under 10 active | AID 493005; active means well fitted inhibition curve with a large enough effect in the main read-out, with a control signal flat, not every such curve was filed as active; inconclusive means small, poorly fitted or top-dose-only effect, or effect the other way, or a change in a side signal; inactive means no such curve, though single readings can be large or run the other way; further: potency means the concentration at half of the fitted maximal effect; % of control where 0% means no effect
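Steps: Tsg101 binding domain dispensed (10 uM final), compounds pinned in DMSO, FITC-labeled PTAP-motif peptide added (50 nM final); after 20 min binding at room temperature, polarization measured.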
ELG1 DNA repair: ELG1-dependent DNA repair inhibition | Potency, µM (doses to about 46.1 µM), for the others: top-dose activity change, negative = inhibition, hits mostly inhibitors | AID 504467 | 330,000 compounds, 2.3% hits | HEK293T ELG1-luciferase reporter, luminescence, 16 h; DNA damage induced by 5-fluorouridine; further: potency means the concentration at half of the fitted maximal effect; on the % scale 0 is the no-effect control and ±100 the full control effect; nearly all actives have a fitted effect of over 55% in size
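Step one: seed 2,000 cells per well. Step two: pin-transfer compound or DMSO alongside 5-fluorouridine. Step three: incubate 16 hr, 37 °C, 5% CO2. Step four: add ONE-Glo, wait 30 min, read luminescence.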
B2AR arrestin: beta2AR (human) beta-arrestin recruitment activity; AID 492947; P07550; 330,000 compounds, 0.02% hits; Potency, µM (series often up to 46.1 µM), without a hit: top-dose activation, hits mostly activators; beta-arrestin recruitment to beta2AR, cell-based reporter;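 further: potency means the concentration at half of the fitted maximal effect; 0% = DMSO controls and full agonism = EC100 isoproterenol or metaproterenol; nearly all actives have a fitted effect of over 65% in size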
MLL CXXC-DNA inh: blocks binding of human MLL CXXC domain to DNA | MLL-CXXC / FITC-HOXA9 DNA fluorescence polarization | Potency, µM (titrated, usually from 115 µM), inactives show at the highest dose activity change, negative = inhibition, usual class: inhibitors | AID 2662 | 290,000 compounds, 0.037% hits | Q03164; active means well fitted inhibition curve with a large enough effect in the polarisation, with a control signal flat, not every such curve was filed as active; inconclusive means small, poorly fitted or top-dose-only effect, or effect the other way, or a change in a side signal; inactive means no such curve, though single readings can be large or run the other way; the % refers to the polarisation; further: potency means the concentration at half of the fitted maximal effect
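Purified MLL-CXXC (added from a 7 uM solution) was preincubated 5 min at ambient with pinned compounds in 50 mM Tris-HCl pH 7.5, 50 mM NaCl, 1 mM DTT, 0.05% BSA. Fluorescein-labeled HOX-A9 DNA (50 nM solution) followed, 30 min, then polarization read.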
BRCA1 expr up: activators of BRCA1 expression; MCF7-BRCA1-FFLuc reporter, luminescence, 48 h; response scale: scaled: vehicle 0%, 10 µM genistein 100%; Potency, µM (series often up to 46.1 µM), inactives show at the highest dose activation, usual class: activators; 380,000 compounds, 1.1% hits; further: potency means the concentration at half of the fitted maximal effect; nearly all actives have a fitted effect of over 80% in size; some results filed as inactive show a strong effect at the top dose
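Using MCF7 cells harboring a BRCA1 firefly luciferase reporter, plated 2 h before compound pinning, the screen measured luminescence after 48 h incubation. Responses were normalized to DMSO and 10 microM genistein, then fitted for concentration-effect.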
A-T KAP1 phos: potential ataxia-telangiectasia treatments restoring KAP-1 phosphorylation; Potency, µM (series often up to 57.5 µM), for inactives: top-dose activation, hits mostly activators; 320,000 compounds, 0.19% hits; […] A-T fibroblasts, KAP-1 phosphorylation AlphaLISA; neocarzinostatin DNA damage 30 min before lysis; AID 485349; further: potency means the concentration at half of the fitted maximal effect; % of control where 0% means no effect; nearly all actives have a fitted effect of over 45% in size
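ATM-like activity read as KAP-1 phosphorylation via AlphaLISA donor/acceptor antibody pairs after lysis and 6 hr at 25C. Cells were ATM-null patient fibroblasts ([…], hTERT), dosed 60 min, then exposed to the DSB inducer NCS for 30 min.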
Integrin act MD: activators of alpha7 integrin expression for muscular dystrophy | alpha7betagal myoblasts, beta-gal FDG fluorescence, 48 h | Potency, µM (top dose mostly 38.3 µM), without a hit: at the highest dose activation, actives largely listed as activators | 350,000 compounds, 0.064% hits | AID 624291;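 further: potency means the concentration at half of the fitted maximal effect; 100% = response of the positive control SU9516; nearly all actives have a fitted effect of over 60% in size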
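alpha7betagal+/- myoblasts (passage 13, 250/well) treated 48 h at 37C with compounds at 1:260 dilution of DMSO stock. Lysed, then beta-galactosidase activity read as FDG fluorescence (ex 480/em 540) after 30 min, with pre-read for autofluorescence.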
p53 reactivator: mutant p53 re-activation in reporter cells; H1299 p53-A138V BP100-luciferase reporter, luminescence, 24 h; Potency, µM (titrated, usually from 92.2 µM), inactives show at the highest dose activity change, positive = activation, usual class: activators; 320,000 compounds, 0.063% hits; further: potency means the concentration at half of the fitted maximal effect; % of control where 0% means no effect; nearly all actives have a fitted effect of over 45% in size
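H1299 (p53-null), stable ts p53-A138V + BP100-Luc; 1000 cells/well, Opti-MEM/10% FBS; cpd 4 pt, 1:5; 24 h, 37 deg C, 5% CO2; detection reagent 10 min RT; luminescence.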
The depositor's hits bear a star; ? = inconclusive; / = no result given; [ ] = another dose, or the depositor's remark. Unless noted, the call rests on the fitted dose curve; in most records, active means well fitted curve in the direction sought with a large enough effect; inconclusive means small, poorly fitted or top-dose-only effect, or another doubt; inactive means no such curve, though single readings can be large; an effect the other way counts as inactive or inconclusive.

#	smiles	TRPV1 ag	TCR activator	TSG101-PTAP inh	ELG1 DNA repair	B2AR arrestin	MLL CXXC-DNA inh	BRCA1 expr up	A-T KAP1 phos	Integrin act MD	p53 reactivator
1	COC(=O)c1c(NC(=O)C(C)(C)C)sc2c1CCN(Cc1ccccc1)C2	2	1%	0%	-17%	-0.9%	/	-14%	1%	-17%	16%
2	CCCCC1C(=O)N(c2ccccc2)N(c2ccc(O)cc2)C1=O (stereo not given)	6	3%	0%	?	0.0%	/	-67%	-9%	/	-18%
3	CCC(C)[C@H](NC(=O)N1CC(=O)Nc2ccccc21)C(=O)N[C@@H](C(=O)O)c1ccccc1 (stereo not given in full)	0	4%	-4%	1%	0.3%	-1%	2%	-1%	11%	1%
4	O=C(N/N=C/c1cc(Br)cs1)c1ccccc1[N+](=O)[O-]	0	4%[46.1 µM]	0%	?	-0.3%	8%	-32%	-1%	31%	17%
5	CCOc1ccc(-c2n[nH]c(C)c2Oc2ccccc2OC)c(O)c1	-4	18%	-1%	-29%	3.7%	-1%	-29%	17%	5%	4%
6	Cc1ccccc1Cn1ccc(NC(=O)c2onc(C)c2Cl)n1	0	-6%[46.1 µM]	-1%	?	-0.4%	1%	105%	1%	-13%	?
7	Cc1cc(C)c(S(=O)(=O)NCc2ccncc2)c(C)c1	3	4%	-1%	?	-0.4%	-1%	-80%	-5%	-40%	0%
8	COCCN1CCn2c(nc3cc(NC(C)=O)ccc32)C1	-1	4%	-3%	?	-0.2%	6%	2%	-3%	-16%	4%

Limited to ELG1 DNA repair (4 entries from above):
entry | canonical_smiles | ELG1 DNA repair
4 | O=C(N/N=C/c1cc(Br)cs1)c1ccccc1[N+](=O)[O-] | ?
5 | CCOc1ccc(-c2n[nH]c(C)c2Oc2ccccc2OC)c(O)c1 | -29%
6 | Cc1ccccc1Cn1ccc(NC(=O)c2onc(C)c2Cl)n1 | ?
7 | Cc1cc(C)c(S(=O)(=O)NCc2ccncc2)c(C)c1 | ?

(listing goes on)
#	smiles	TRPV1 ag	TCR activator	TSG101-PTAP inh	ELG1 DNA repair	B2AR arrestin	MLL CXXC-DNA inh	BRCA1 expr up	A-T KAP1 phos	Integrin act MD	p53 reactivator
9	O=C1CSC(c2ccccc2F)N1c1ccccc1 (stereo not given)	-4	3%[46.1 µM]	-6%	1%	-0.1%	-2%	2%	5%	-4%	-5%
10	CCOC(=O)C1=NN(c2ccccc2)C2(S1)SC(C(C)=O)=C(C)N2c1ccccc1 (stereo not given)	?	2%	-8%	-4%	-0.8%	9%	10%	1%	-14%	12%
11	CC(OC(=O)c1ccc(NC(=O)CC#N)cc1)C(=O)NC(=O)NC1CCCCC1 (stereo not given)	3	-5%	-2%	-1%	2.7%	27%	14%	3%	29%	-6%
12	COc1ccc(S[C@@H](CCN2CC[C@H](NC(=O)OCc3ccccc3)CCC2=O)c2ccccc2)cc1	/	-1%	-2%	18µM*	-0.8%	/	-52%	-12%	-6%	11%
13	Cc1cc(=O)n2nc(N3CCCC(C(=O)N4CCc5ccccc54)C3)sc2n1 (stereo not given)	2	0%	-3%	-6%	-0.3%	2%	-27%	5%	-32%[inhibitor]	21%
14	COc1cccc(C(=O)NC2CC(C)(C)NC(C)(C)C2)c1OC	-1	0%	0%	15%	-0.3%	-4%	0%	12%	-9%	/
15	CC1CC(C)CN(C(=O)CCNC(=O)Cn2ccc3ccccc3c2=O)C1 (stereo not given)	-1	1%	-4%	4%	0.6%	14%	0%	-2%	-19%	-3%
16	Nc1ncnc(Sc2ncccn2)c1[N+](=O)[O-]	-1	4%	-7%	?	-0.1%	43%	-95%[inhibitor]	-4%	-63%[inhibitor]	-9%
17	Cc1nc(C)c(-c2csc(Nc3ccc(O)cc3C)n2)s1	-3	2%	1%	5%	0.0%	13%	9%	0%	-12%	/
18	CC(=O)Nc1ccc(OCC(O)CN2CCN(c3ccc(F)cc3)CC2)cc1 (stereo not given)	7	-17%	-1%	-4%	0.6%	2%	2%	5%	-1%	6%
19	O=C(NC1CCCC1)C1CCN(S(=O)(=O)c2cccc3cccnc23)CC1	3	6%	-4%	1%	-1.1%	-2%	1%	-1%	-16%	7%
20	CCOC(=O)C1(CCOc2ccccc2)CCN(CC(O)CO)CC1 (stereo not given)	3	0%	-5%	-14%	-1.7%	2%	-10%	-1%	-33%	/
21	COc1cc(/C=C/C(=O)OCC(=O)Nc2ccc3c(c2)OCCO3)ccc1O	26	-3%[46.1 µM]	2%	?	0.8%	7%	-48%	5%	-20%	-3%
22	c1ccc(CCCNCC2COc3ccccc3O2)cc1 (stereo not given)	8	13%	0%	-7%	-1.1%	4%	24%	6%	0%	16%
23	COCCN(C(=S)Nc1c(C)cccc1C)C(C)c1ccco1 (stereo not given)	1	-1%	1%	1%	-0.4%	-18%	-20%	20µM*	-25%	-2%
24	Cc1n[nH]c(C)c1Cc1ccc(C(=O)O)cc1	0	/	-5%	10%	0.2%	1%	3%	0%	4%	3%
25	CC(C)NS(=O)(=O)c1ccc(CCC(=O)NCc2cccnc2)cc1	1	0%	-5%	4%	0.1%	1%	-1%	1%	1%	1%
26	Cc1ccc(NC(=O)COC(=O)C(NS(=O)(=O)c2ccc(Cl)cc2)C(C)O)c(Br)c1 (stereo not given)	5	-3%[46.1 µM]	-4%	9%	-2.1%	-5%	-3%	-12%	-25%	-3%
27	COC(=O)c1ccc(Nc2nc(-c3ccncc3)nc3ccccc23)cc1	-5	0%	-4%	-1%	-0.9%	?	16%	-7%	7%	-5%
28	Cc1nn(Cc2ccccc2)c(C)c1C(=O)NCC(c1cccs1)N1CCOCC1 (stereo not given)	-5	-4%	-5%	13%	-0.2%	/	-15%	1%	-5%	4%
29	Cc1ccc(S(=O)(=O)N2CCOCC2)cc1NC(=O)COC(=O)c1cnccn1	-1	-1%	-6%	4%	-0.3%	/	10%	-1%	11%	9%
30	CC(=O)Oc1ccc(C(=O)Nc2ccc3c(c2)OCCO3)cc1	21	/	0%	?	-3.8%	37%[activator]	?	7%	2%	8%
31	CC(C)(C)NC(=O)CN(c1cccc([N+](=O)[O-])c1)S(=O)(=O)c1ccccc1	2	2%	2%	13%	0.0%	-13%	-4%	3%[11.5 µM]	?	18%
32	COc1ccccc1CC(=O)N1CCN(c2ccccc2F)CC1	2	/	-6%	3%	-0.1%	6%	-4%	6%	?	0%
33	CC1(c2ccccc2Br)NC(=O)N(CC(=O)Nc2ccc(S(N)(=O)=O)cc2)C1=O (stereo not given)	-1	0%	1%	7%	-0.6%	3%	-3%	-2%	-16%	5%
34	O=C(NCCc1ccccc1)C(c1ccncc1)N(C(=O)c1csnn1)C1CC1 (stereo not given)	-1	-8%[46.1 µM]	-2%	-3%	-0.5%	-3%	-9%	/	16%	-1%
35	CCN(CC)S(=O)(=O)c1cccc(C(=O)N[C@H](C(=O)NC2=NCCS2)C(C)C)c1	/	0%	-5%	-19%	-0.8%	/	-2%	8%	4%	-2%
36	Cc1nn(CC(=O)OCC(=O)Nc2c(C(C)C)cccc2C(C)C)c(C)c1[N+](=O)[O-]	11	-1%[46.1 µM]	0%	26%	-0.4%	5%	28%	0%	?	-3%
37	c1ccc2c(c1)OCC(c1nnc3sc(-c4cnccn4)nn13)O2 (stereo not given)	-3	2%	-4%	10%	0.1%	17%	1%	-3%	-19%	5%
38	Cn1nnnc1SCCNCc1ccccc1F	-3	-4%	-10%	16%	0.0%	0%	2%	3%	18%	6%
39	O=C1NC(=O)/C(=C/C(=O)N2CCOCC2)S1	3	-5%	-1%	-10%	0.5%	-12%	-14%	0%	2%	2%
40	CNS(=O)(=O)c1cccc(C(=O)OCc2cc(=O)n3cc(Br)ccc3n2)c1	-2	-2%[46.1 µM]	-4%	-19%	-1.5%	-5%	-4%	-2%	22%	-12%
